Screening results deposited in PubChem BioAssay by several laboratories.
GLD-1 TGE inh: GLD-1-TGE RNA interaction inhibition (C. elegans); purified GLD-1 + fluorescein TGE RNA, fluorescence polarization; inhibition, % at 5.96 µM; AID 2280; Q17339; 0.44% of 320,000 active;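 active = percent inhibition above a per-plate cutoff, the plate mean of test compounds plus 3 SD, cut at about 30% in these data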;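 note: 0% = DMSO wells with GLD-1 and probe and 100% = wells lacking GLD-1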
MEX-5 binding: C. elegans MEX-5 TCR-2 RNA binding activity | AID 1832 | 0.38% of 300,000 active | activity score (negative = inhibition of binding), % at 10 µM | MEX-5/FITC-TCR2 RNA binding, fluorescence polarization; stronger effect = lower value | Q9XUB2;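 active = inhibition past about -25% in most replicates, and total fluorescence under double the plate's negative control median, limit read from the data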;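 note: 0% = DMSO and -100% = 5 µM competing unlabeled TCR2 RNA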
Target sequence (Q9XUB2 whole entry, looked up): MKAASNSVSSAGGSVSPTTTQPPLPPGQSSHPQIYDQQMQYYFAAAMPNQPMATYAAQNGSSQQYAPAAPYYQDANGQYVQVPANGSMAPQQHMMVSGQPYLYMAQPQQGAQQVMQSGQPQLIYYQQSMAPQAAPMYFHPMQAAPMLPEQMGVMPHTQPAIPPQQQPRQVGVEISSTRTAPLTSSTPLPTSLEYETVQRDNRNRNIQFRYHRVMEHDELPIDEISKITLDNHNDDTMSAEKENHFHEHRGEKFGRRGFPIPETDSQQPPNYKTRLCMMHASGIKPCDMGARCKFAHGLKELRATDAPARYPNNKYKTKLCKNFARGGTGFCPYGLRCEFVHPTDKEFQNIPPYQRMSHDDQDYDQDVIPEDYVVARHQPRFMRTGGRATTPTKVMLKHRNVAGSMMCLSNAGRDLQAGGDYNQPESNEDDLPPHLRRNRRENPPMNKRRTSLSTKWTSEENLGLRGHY
Fam108B counter: Fam108B inhibition, counter-screen for RBBP9 inhibitors. recombinant Fam108B, FP-Rh probe fluorescence polarization. inhibition, % at 9.51 µM. 0.33% of 300,000 active;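 active = inhibition above the screen mean inhibition plus 3 SD, computed separately per campaign, cut at about 18% in these data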;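 note: inhibitors lower polarization as less probe binds the enzyme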
BCLXL inh: inhibitors of human Bcl-xL | Q07817 | GST-Bcl-xL / FITC-Bim BH3 peptide fluorescence polarization | inhibition, % at 10.9 µM | 0.7% of 320,000 active;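 active = inhibition above the mean of all tested compounds plus 3 SD, cutoff set per campaign, cut at about 30% in these data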;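 note: 0% = DMSO wells and 100% = unlabeled Bim-BH3 peptide competitor; inhibitors lower millipolarization by displacing the labeled peptide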
PME-1 primary: blocks human protein phosphatase methylesterase 1 | inhibition, % at 5.9 µM | recombinant PME-1, FP-Rh probe fluorescence polarization | Q9Y570 | 0.53% of 320,000 active;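 active = inhibition above the campaign mean of all compounds plus 3 SD, cut at about 26% in these data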;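 note: competitive labeling of PME-1 active site by serine hydrolase directed probe; 0% = PME-1 with DMSO and 100% = wells lacking PME-1 enzyme; inhibitors block probe labeling so polarization falls and inhibition rises; many of its hits are not listed in these tables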
Target sequence (Q9Y570 whole entry, looked up): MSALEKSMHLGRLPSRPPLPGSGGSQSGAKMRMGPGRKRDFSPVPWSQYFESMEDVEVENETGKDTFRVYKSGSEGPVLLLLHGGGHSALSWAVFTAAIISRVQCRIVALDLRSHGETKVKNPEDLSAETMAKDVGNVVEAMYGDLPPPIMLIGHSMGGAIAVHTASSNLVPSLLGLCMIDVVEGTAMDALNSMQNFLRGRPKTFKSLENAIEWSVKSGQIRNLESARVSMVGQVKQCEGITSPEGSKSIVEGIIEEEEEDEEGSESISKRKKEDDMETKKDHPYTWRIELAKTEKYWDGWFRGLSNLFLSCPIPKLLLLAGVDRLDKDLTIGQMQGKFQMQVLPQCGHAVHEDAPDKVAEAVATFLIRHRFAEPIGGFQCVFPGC
TPT1 inh: blocks Candida albicans tRNA 2'-phosphotransferase; recombinant caTPT1, FP RNA substrate dephosphorylation; inhibition, % at 5 µM; 0.81% of 300,000 active;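 active = inhibition above the mean of all tested compounds plus 3 SD, set per screening campaign, cut at about 24% in these data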;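 note: plate controls were DMSO alone for no effect and ferristatin control at 100 nM for full effect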
MCL1 BIM primary: disrupts human MCL1 binding to BIM-BH3 peptide | Q07820 | GST-MCL1 / FITC-Bim-BH3 fluorescence polarization | inhibition, % at 10.9 µM | 0.68% of 320,000 active | AID 2057;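 active = inhibition above the mean inhibition of all tested compounds plus 3 SD, set per campaign, cut at about 40% in these data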;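 note: 0% = DMSO wells and 100% = unlabeled Bim-BH3 peptide control; higher means more loss of mP so more displacement of Bim peptide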
PAD4 FP inh: PAD4 (human) enzyme inhibition; inhibition, % at 6.36 µM; Q9UM07; recombinant PAD4, RCA probe fluorescence polarization; 0.41% of 330,000 active;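 active = percent inhibition above a cutoff equal to the mean of all tested compounds plus 3 SD, cut at about 15% in these data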;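 note: 0% = PAD4 with RCA probe and DMSO and 100% = probe without PAD4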
GSTO1 counter: GSTO1 inhibition, counter-screen for RBBP9 inhibitors. recombinant GSTO1, activity-based probe fluorescence polarization. AID 1974. 1.1% of 300,000 active. inhibition, % at 5.96 µM. P78417;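 active = inhibition above the campaign mean inhibition plus 3 SD, cut at about 35% in these data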;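 note: 0% = GSTO1-1 with DMSO and 100% = wells lacking GSTO1-1 enzyme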
* = called active by the depositor; · = not tested or not shown. These rows are one share of the data. The share of hits here may be higher or lower than overall.

SMILES	GLD-1 TGE inh	MEX-5 binding	Fam108B counter	BCLXL inh	PME-1 primary	TPT1 inh	MCL1 BIM primary	PAD4 FP inh	GSTO1 counter
CC(Nc1n[nH]c(=O)[nH]c1=O)C(=O)N/N=C/c1ccccc1 (stereo not drawn)	1	1.0	3	4	-2	-5	10	0	6
CC(C)(C)C(=O)OCC1OC(n2cnc(C(N)=O)n2)C(O)C1O (stereo not drawn)	-6	-0.7	0	2	-4	-5	5	-4	10
O=C(NCC(c1ccco1)N1CCc2ccccc21)c1ccccc1 (stereo not drawn)	3	0.3	-1	3	8	-1	5	1	1
O=C(NCc1ccccc1Cl)/C(=C\c1cccnc1)NC(=O)c1ccccc1	-2	-1.5	3	4	1	-1	9	-2	8
CN(C(=O)c1cc2nc(-c3ccco3)cc(C(F)(F)F)n2n1)C1CCCCC1	6	-0.5	-7	1	-2	-1	-3	-3	-1
CCO[C@@H]1OC(C(N)=O)=C[C@H](c2ccc3c(c2)OCO3)[C@H]1CCCO	5	0.3	-2	-1	1	1	-1	1	5
Cc1cc(N2CCN(C(=O)c3ccco3)CC2)c2ccccc2n1	4	0.4	2	-1	0	-2	3	0	5
Cc1ccccc1C(=O)N1CCc2c([nH]c3ccccc23)C1C(F)(F)F (stereo not drawn)	4	1.3	1	1	1	-2	4	3	5
CCCn1nc(C(=O)Nc2nnc(CC)s2)c2ccccc2c1=O	-6	0.1	3	0	0	-1	1	-2	-7
CN1/C(=C\C(=O)c2cccnc2)C(C)(C)c2ccccc21	2	0.8	-5	-3	4	1	-4	-4	0
CC(NC(=O)Cc1ccccc1[N+](=O)[O-])c1ccccc1 (stereo not drawn)	11	1.3	8	-1	-3	4	0	-3	-3
O=C1CCCN1c1ccc(S(=O)(=O)Oc2ccc(Cl)cc2)cc1[N+](=O)[O-]	0	1.8	-1	1	3	-4	0	-7	-2
CN(CCOc1ccccc1)C(=O)c1ccc(F)c(S(=O)(=O)N2CCOCC2)c1	5	-2.1	-1	7	2	0	3	1	3
CC(C)c1ccc(NC(=O)C2CSC3(C)CCC(=O)N23)cc1 (stereo not drawn)	1	-3.4	2	1	5	0	0	2	2
Cc1cc(C)c(NC(=O)CSc2nnc(-c3ccncc3)n2Cc2ccco2)c(C)c1	-6	-0.9	4	5	-3	-1	5	-3	-1

Taken from above.
GLD-1 TGE inh result of O=C(NCC(c1ccco1)N1CCc2ccccc21)c1ccccc1 (stereo not drawn) : 3
TPT1 inh result of CC(C)c1ccc(NC(=O)C2CSC3(C)CCC(=O)N23)cc1 (stereo not drawn) : 0

New compounds follow
SMILES	GLD-1 TGE inh	MEX-5 binding	Fam108B counter	BCLXL inh	PME-1 primary	TPT1 inh	MCL1 BIM primary	PAD4 FP inh	GSTO1 counter
CC(C)OCCCN1CN(S(=O)(=O)c2ccccc2)c2nc3ccccc3nc21	17	-0.8	1	20	2	-1	25	1	0
CC(=O)c1sc2nc(CSc3nnnn3-c3ccccc3)[nH]c(=O)c2c1C	-47	-0.5	8	-35	-12	71*	-65	-16	-6
CCN(Cc1nc(-c2ccccc2)no1)C(=O)c1ccco1	0	-1.1	4	4	-5	-2	0	2	7
O=C(CCc1nc2ccccc2c(=O)[nH]1)NNC(=O)COc1cccc(F)c1	4	·	·	-1	0	·	-13	6	·
O=C(c1ccc(Br)o1)N1CCN(CCc2ccncc2)CC1	1	-0.8	0	4	2	-1	1	-1	4
CC1=CCC(COC(=O)Nc2ccccc2)CC1 (stereo not drawn)	0	-0.5	-4	1	-6	4	1	0	5
C/C(=N/NC(=O)c1ccc(Br)o1)c1ccncc1	3	-0.8	0	2	-6	0	2	-4	-3
O=C(O)C(Cc1ccccc1)n1c(=S)[nH]c2ccccc2c1=O (stereo not drawn)	7	-0.2	-1	4	-9	-2	3	-2	17
O=C(NCCC(=O)N1CCCCC1)c1ccccc1Cl	-2	-1.0	1	2	-1	-2	4	0	1
Oc1ccccc1/C=N/NC(=S)NC1CC2CC1C1C=CCC21 (stereo not drawn)	10	1.0	1	5	3	-6	10	5	-38
CCN(CC)C(=O)c1cccc(NC(=O)CC23CC4CC(CC(C4)C2)C3)c1	-1	-0.1	-2	-3	5	-1	-16	0	1
CC(C)OC(=O)/C(C#N)=C/c1c[nH]c2ccccc12	6	-0.5	2	3	-2	2	0	-7	-8
CC(=O)N1CCc2cc(S(=O)(=O)NCCCN3CCC(C)CC3)ccc21	3	·	-2	5	2	-1	-4	-1	4
CCOc1ccc(N2C(=O)C3CCCN3C2=O)cc1 (stereo not drawn)	-6	-1.0	1	6	-6	1	5	1	4
Cc1ccc2c(c1)cc(CN(Cc1cccs1)C(=O)c1ccco1)c1nnnn12	3	2.6	2	6	-3	-1	9	30*	4
O=C(CSCc1ccc(Cl)cc1)N/N=C/c1ccco1	1	-0.5	2	10	2	-4	15	-4	1
CCn1c(Cn2nnc(-c3ccccc3)n2)nnc1SCC(=O)Nc1ccc(C(C)=O)cc1	0	-1.6	1	1	-5	-1	2	3	4
CN(C)c1ccc(CNS(=O)(=O)c2ccc3c(c2)C(C)(C)C(=O)N3C)cc1	1	2.8	0	3	2	3	0	1	-1
CCc1nnc(NC(=O)CCC(=O)NCc2ccc(C)cc2)s1	-3	-2.3	3	1	-4	1	-4	4	8
CCOc1ccc(CNn2nnnc2N)cc1	2	-0.3	1	2	6	-6	-11	-2	3
CCOc1ccc(C(=O)Nc2cccc([N+](=O)[O-])c2)cc1Br	8	-1.1	-2	5	3	-4	8	2	0
CCC(C)NC(=O)C1CCCN(S(=O)(=O)c2ccc(-n3cnnn3)cc2)C1 (stereo not drawn)	-5	-1.3	0	0	0	1	0	-4	2
O=C(CCNC(=O)c1ccccc1Cl)Nc1nc2ccc(F)cc2s1	4	·	·	-2	2	·	-4	5	·
CN(C)CCNc1oc(COc2ccc(-c3ccccc3)cc2)nc1C#N	7	-0.9	4	5	-4	0	5	0	8
COc1ccc2o/c(=N/NC(=O)c3cccs3)c(C(N)=O)cc2c1	-52	-6.6	0	-11	12	52*	-37	-1	-5
NC(=O)C[C@H](N)c1cn([C@@H](CC(N)=O)C(=O)N2CCNCC2)nn1	6	·	4	4	0	-1	4	3	5
CCCCNC(=O)Nc1ccc(C2SCCS2)cc1	3	0.2	5	3	-5	-3	2	3	3
Cc1c(Cl)cccc1NC(=S)N1CCCN(Cc2ccc(F)cc2)C1	7	-0.8	-14	3	-26	1	-2	-10	13
Cc1cccc(NC(=S)NCc2ccccc2Cl)c1C	1	0.5	2	3	3	-2	2	-4	0
COc1ccc(C(=O)Nc2cc(C)on2)c(OC)c1	0	1.3	-1	7	0	0	0	-7	-4
O=C(NCCO)/C(=C/c1ccco1)NC(=O)c1ccco1	18	·	-5	29	7	-5	15	4	1
CCOC(=O)c1cncc(C#CCOC(=O)Nc2ccc(OC(F)(F)F)cc2)c1	-3	1.0	-1	7	-2	1	2	-1	-11
O=C(O)C1C2CCC(O2)C1C(=O)Nc1ccc(O)cc1 (stereo not drawn)	7	-13	4	3	7	4	4	7	12
COc1ccc(-c2csc(NC(C)c3nc4cc(Cl)c(N5CCCCC5)cc4n3CCOCCO)n2)cc1 (stereo not drawn)	7	4.8	7	2	6	0	5	-1	0
Cc1cccc(OCC(=O)Nc2ccc(S(=O)(=O)Nc3onc(C)c3C)cc2)c1C	5	-0.3	3	10	1	1	-1	-2	2
CCOc1cc(CN2CCC(n3nccc3NC(=O)C3CC3)CC2)ccc1O	1	-1.6	0	5	-1	-2	6	2	6
Cc1cc(=O)[nH]c(=O)n1Cc1ccccc1	0	·	-5	2	-5	3	0	-5	3
CCOC(=O)CON1C(=O)C(=O)N(OCC(=O)OCC)[C@H]2CCCC[C@H]21	-3	-0.2	-1	10	-4	-3	8	-6	-1
CCOc1ccc(CCNC(=O)c2ccc3nc(CC)c(CC)nc3c2)cc1	2	0.0	-1	-3	-8	-2	-2	-4	3
CCN(CC)C(CNC(=O)CSc1nnnn1-c1ccc(C)c(C)c1)c1ccco1 (stereo not drawn)	-6	·	·	-1	-5	·	-1	-2	·
COc1cc(NC(=O)CN2CC(c3ccccc3)CC2=O)cc(OC)c1 (stereo not drawn)	-3	-2.0	-1	2	-3	-4	6	-3	4
Cc1ccc2oc(Nc3nc(C)c(C)c(C)n3)nc2c1	4	0.1	-2	-1	4	-1	3	-3	-3
Cc1cc(C)nc(NC(=O)/C=C/c2cccs2)c1	0	2.2	-2	-2	1	-3	-7	-5	-5
CCn1c(=O)cc(N2CCCCC2)[nH]c1=O	3	1.2	-6	1	-5	-4	-5	-3	-9
O=C(CCCn1c(SCC(=O)c2ccccc2)nc2ccccc2c1=O)NCC1CCCO1 (stereo not drawn)	1	1.8	0	-3	7	-2	1	-8	-1

By substructure, the compounds so far with a furan ring, fused or not
SMILES	GLD-1 TGE inh	MEX-5 binding	Fam108B counter	BCLXL inh	PME-1 primary	TPT1 inh	MCL1 BIM primary	PAD4 FP inh	GSTO1 counter
O=C(NCC(c1ccco1)N1CCc2ccccc21)c1ccccc1 (stereo not drawn)	3	0.3	-1	3	8	-1	5	1	1
CN(C(=O)c1cc2nc(-c3ccco3)cc(C(F)(F)F)n2n1)C1CCCCC1	6	-0.5	-7	1	-2	-1	-3	-3	-1
Cc1cc(N2CCN(C(=O)c3ccco3)CC2)c2ccccc2n1	4	0.4	2	-1	0	-2	3	0	5
Cc1cc(C)c(NC(=O)CSc2nnc(-c3ccncc3)n2Cc2ccco2)c(C)c1	-6	-0.9	4	5	-3	-1	5	-3	-1
CCN(Cc1nc(-c2ccccc2)no1)C(=O)c1ccco1	0	-1.1	4	4	-5	-2	0	2	7
O=C(c1ccc(Br)o1)N1CCN(CCc2ccncc2)CC1	1	-0.8	0	4	2	-1	1	-1	4
C/C(=N/NC(=O)c1ccc(Br)o1)c1ccncc1	3	-0.8	0	2	-6	0	2	-4	-3
Cc1ccc2c(c1)cc(CN(Cc1cccs1)C(=O)c1ccco1)c1nnnn12	3	2.6	2	6	-3	-1	9	30*	4
O=C(CSCc1ccc(Cl)cc1)N/N=C/c1ccco1	1	-0.5	2	10	2	-4	15	-4	1
O=C(NCCO)/C(=C/c1ccco1)NC(=O)c1ccco1	18	·	-5	29	7	-5	15	4	1
CCN(CC)C(CNC(=O)CSc1nnnn1-c1ccc(C)c(C)c1)c1ccco1 (stereo not drawn)	-6	·	·	-1	-5	·	-1	-2	·
